Screening results as filed in PubChem.
mcGAS lum – inhibitors of mouse cGAS | recombinant cGAS, Kinase-Glo ATP depletion luminescence | inhibition, % at 12.5 µM | hit rate 0.15% among 160,000 | AID 1259399;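 note: 0% = negative control wells and 100% = reference inhibitor with no enzyme activity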
hcGAS lum – inhibitors of human cGAS; inhibition, % at 12.5 µM; recombinant h-cGAS, ATP depletion, Kinase-Glo luminescence; AID 1259398; hit rate 0.081% among 290,000; Q8N884;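 note: 0% = vehicle reaction and 100% = reaction without DNA for no activity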
Target sequence (Q8N884 whole entry, looked up): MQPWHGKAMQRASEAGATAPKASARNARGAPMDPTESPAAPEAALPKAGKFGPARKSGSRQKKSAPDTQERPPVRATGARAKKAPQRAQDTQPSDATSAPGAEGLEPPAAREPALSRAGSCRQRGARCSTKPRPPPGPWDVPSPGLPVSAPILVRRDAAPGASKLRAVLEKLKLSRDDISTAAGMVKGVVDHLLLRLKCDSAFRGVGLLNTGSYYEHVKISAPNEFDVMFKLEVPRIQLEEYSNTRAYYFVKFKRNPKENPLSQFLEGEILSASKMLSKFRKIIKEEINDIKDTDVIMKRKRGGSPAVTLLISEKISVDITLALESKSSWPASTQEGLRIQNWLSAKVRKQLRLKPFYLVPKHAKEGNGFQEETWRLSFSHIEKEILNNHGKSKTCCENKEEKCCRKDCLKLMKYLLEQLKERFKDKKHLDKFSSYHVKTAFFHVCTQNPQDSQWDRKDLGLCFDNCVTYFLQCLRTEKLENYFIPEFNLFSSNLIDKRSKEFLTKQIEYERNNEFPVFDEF
NPYLR7 ag – activates Aedes aegypti NPYLR7 receptor; HEK293T NPYLR7/Galpha15, GCaMP6s calcium fluorescence; activation, % at 10 µM; hit rate 0.15% among 270,000; in the data active = activation above about 40%;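 note: 0% = vehicle and 100% = reference agonist at the receptor; some compounds past the cut are filed as inactive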
Numbers without * were called inactive; / = no result given; & = joins results of further samples. Cut-off read from the data, not from the text of the source, unless noted: active = inhibition above about 40%; inactive = the rest.

Every second line gives: mcGAS lum | hcGAS lum | NPYLR7 ag
CN(C)CC1(O)CCCN(C(=O)C2=Cc3ccccc3OC=C2)CC1 (stereo unspecified)
    -16.0 | -2.8 | 14.7
CCOC(=O)CNc1ncnc2c1nnn2C
    / | -10.4 | 12.1
CCOC(=O)CSc1nc(C)cc(Oc2ccc(=O)n(C)n2)n1
    -2.0 | 2.5 | 1.8
CC(C)CN1CCN(C(=O)C2CC(=O)Nc3ccccc32)CC1 (stereo unspecified)
    / | -17.2 | 9.0
CCOC(=O)C1CCCN(C(=O)c2cnn(-c3ccc(Cl)cc3)c2-c2ccccc2)C1 (stereo unspecified)
    -7.8 | -3.7 | 7.5
CCSC1=N/C(=C\c2ccc3c(c2)OCO3)C(=O)S1
    -2.7 | -10.5 | 6.1
CCCc1cnc(-c2cccc3[nH]ccc23)nc1
    / | -4.6 | -2.3
COc1ccccc1-n1ncc2c(C(C)C)nnc(SCC(=O)Nc3ccc(C(C)=O)cc3)c21
    -8.9 | -6.0 | -10.3
CCn1cc(NC(=O)c2cccc(CN3CCCC3c3cc(C)no3)c2)nn1 (stereo unspecified)
    / | -9.0 | 21.8
O=S(=O)(Nc1ccccc1Br)c1cccs1
    / | 2.1 | 0.1
CC1CC(C)CN(C(=O)CN2CCN(C(=O)Nc3ccccc3)CC2)C1 (stereo unspecified)
    -3.9 | -8.7 | -0.4
CC1(C)Cc2c(sc(N=CN3CCCCC3)c2C#N)C(C)(C)N1
    / | -7.1 | 5.3
Cc1cc(C)n(-c2ccc(C(=O)NCc3n[nH]c4c3CCC4)cc2)n1
    / | -4.1 | 1.9
COc1cccc(NC(=O)Nc2ccc(N3CCN(c4ccccc4OC)CC3)c(C(=O)NCCCN3CCOCC3)c2)c1
    -5.9 | -4.2 | 20.1
C(=C\c1ccccn1)/c1cccc(-n2cnnc2)c1
    -15.3 | -5.9 | 16.6

Every second line gives: mcGAS lum | hcGAS lum | NPYLR7 ag
CC(C)c1ccc(CN2CCN(C3CS(=O)(=O)CC3O)CC2)cc1 (stereo unspecified)
    / | -6.2 | -1.1
CCCN(Cc1ccc(C(O)(c2cccc(F)c2)c2cccc(F)c2)o1)Cc1cccn1C
    -3.2 | -3.5 | -10.4
COC(=O)C1=C(O)/C(=C\c2ccc3c(c2)OCO3)SC1=Nc1ccccc1OC
    / | 10.6 | -1.1
O=C(Nc1ccccc1Oc1cccnc1)C1CCCN(Cc2ccccc2O)C1 (stereo unspecified)
    / | -0.9 | 5.2
O=C1/C(=C/c2cccs2)C(c2cccs2)Oc2ccccc21 (stereo unspecified)
    / | -4.9 | -5.9
Cc1ccc(N(C)S(=O)(=O)c2cc(Cl)c(Cl)c(C(=O)O)c2)cc1
    15.6 | 15.9 | -0.1
CN1CCN(C(=O)c2cc(COc3ccc(-n4cncn4)cc3)on2)CC1c1ccccc1 (stereo unspecified)
    -8.8 | -3.6&-7.1 | -0.2&4.3
N#CCc1ccc(NC(=O)N2CCN(C(c3ccccc3)c3ccc(Br)cc3)CC2)cc1 (stereo unspecified)
    -7.7 | -10.9 | 20.5
COc1ccc(OC)c(CN2CCCn3cccc3C2c2cccc(C(F)(F)F)c2)c1 (stereo unspecified)
    -5.7 | -4.0 | -8.8
CCOCCOc1n[nH]c(-c2ccc(OC)cc2)n1
    / | 0.1 | 5.2
COC(=O)c1cc(NC(C)=O)ccc1O
    / | 6.2 | 1.0
O=C(O)C1COC2(CCN(C(=O)Cc3cccs3)CC2)N1C(=O)c1ccc(F)cc1 (stereo unspecified)
    -1.1 | 1.5 | 4.4
CS(=O)(=O)Cc1cccc(C(=O)Nc2ccc(Cl)cc2Cl)c1
    / | 2.0 | -1.5
CN(Cc1cccs1)Cc1cnc(S(C)(=O)=O)n1Cc1ccccc1F
    / | -9.9 | 14.5
CC1(C(=O)NS(=O)(=O)Cc2cccc(Cl)c2)CCN1C(=O)CC1CCCCC1 (stereo unspecified)
    / | -7.0 | 4.8

Every second line gives: mcGAS lum | hcGAS lum | NPYLR7 ag
Cc1ccccc1-c1nn2c(-c3cc(C(C)C)[nH]n3)nnc2s1
    / | -4.6 | -6.5
COc1ccc(OC)c(C2C(C(=O)c3cccs3)=C(O)C(=O)N2CCCn2ccnc2)c1 (stereo unspecified)
    -7.3 | -4.4 | 15.4
CC(C)C[C@H](NC(=O)c1cccc(C#N)c1)C(=O)N1CCC2(CC1)Nc1ccccc1S(=O)(=O)N2
    / | 8.8 | 3.5
O=C(NCC1CCCN(C(=O)NCc2ccccc2)C1)c1cccc(C(F)(F)F)c1 (stereo unspecified)
    -11.1 | -10.0 | 13.9
Nc1nnc(C2CCCCC2)s1
    / | -2.8 | 7.2
NCC1Cc2cc(-c3ccc4ccccc4n3)cc(Cl)c2O1 (stereo unspecified)
    -7.8 | -4.9 | 3.4
Cc1nnc(SCCn2c(N3CCN(C)CC3)nc3c2c(=O)[nH]c(=O)n3C)s1
    / | 8.9 | -0.9
Cc1ccc(-c2nc(CN3CCCC4(C3)CN(C)C(=O)O4)no2)cc1 (stereo unspecified)
    / | -6.2 | -0.6
CCOC(=O)C1(C)CCN1C(=O)c1ccc(OC)c(F)c1 (stereo unspecified)
    / | -4.1 | -0.5
O=c1oc2ccc([N+](=O)[O-])cc2cc1-c1csc(N/N=C\c2ccccc2)n1
    -0.2 | -1.6 | 15.0
COc1ccc(-c2cc(C(=O)NC(C)CCc3ccccc3)n3nc(-c4ccccc4)cc3n2)cc1 (stereo unspecified)
    -6.8 | 0.8 | 7.3
CCN1C(=O)C(=C2SC3CS(=O)(=O)CC3S2)SC1=S (stereo unspecified)
    / | -6.2 | 3.0
COc1cc(C)ccc1S(=O)(=O)NC(=O)C1(C)CCN1C(=O)Cc1ccccc1Cl (stereo unspecified)
    / | -10.8 | 6.3
CCC(c1ccc(OC)cc1)N(CC)C(=O)c1cnc(-c2cccnc2)nc1 (stereo unspecified)
    -12.2 | -10.1 | 21.3
COCCN(CC(=O)N(CCc1c[nH]c2ccccc12)Cc1ccccc1)S(=O)(=O)c1ccccc1
    -5.2 | -4.1 | 4.4

One compound at a time, from the list above:
Entry for NCC1Cc2cc(-c3ccc4ccccc4n3)cc(Cl)c2O1 (stereo unspecified) → mcGAS lum: -7.8; hcGAS lum: -4.9; NPYLR7 ag: 3.4
Entry for CC(C)c1ccc(CN2CCN(C3CS(=O)(=O)CC3O)CC2)cc1 (stereo unspecified) → mcGAS lum: /; hcGAS lum: -6.2; NPYLR7 ag: -1.1

3 of the compounds above, in markdown:
| Molecule | mcGAS lum | hcGAS lum | NPYLR7 ag |
| --- | --- | --- | --- |
| COCCN(CC(=O)N(CCc1c[nH]c2ccccc12)Cc1ccccc1)S(=O)(=O)c1ccccc1 | -5.2 | -4.1 | 4.4 |
| COc1cccc(NC(=O)Nc2ccc(N3CCN(c4ccccc4OC)CC3)c(C(=O)NCCCN3CCOCC3)c2)c1 | -5.9 | -4.2 | 20.1 |
| COC(=O)c1cc(NC(C)=O)ccc1O | / | 6.2 | 1.0 |

The results go on:
Every second line gives: mcGAS lum | hcGAS lum | NPYLR7 ag
O=C(NCc1ccccn1)c1nn(CCc2ccccc2)c2c1CN(C(=O)c1ccccn1)CC2
    -14.1 | -2.2 | 9.7
CCN(CC)C(=O)C1(NCc2cn[nH]c2C)CCCCC1
    / | 4.1 | 4.6
O=C(CCn1c(=O)[nH]c2ccccc21)N1CCn2cncc2C1
    -16.4 | -1.4 | 18.2
CC(C)(C)c1ccc(NC(=O)NCc2nnnn2-c2ccc(Cl)cc2)cc1
    / | 1.7 | -3.8
CCc1[nH]nc2c1C1(c3ccccc3-c3ccccc31)C(C#N)C(=N)O2 (stereo unspecified)
    / | -6.1 | 0.4
O=C(CCc1ccccc1)N1CC(=O)N2CCc3ccc(F)cc3C2C1 (stereo unspecified)
    -3.0 | -5.0 | 15.6
CN1CCN(c2nc3cc(C(F)(F)F)ccc3n3cccc23)CC1
    -0.5 | 3.7&0.1 | -2.1&-4.9
COCc1nc(N2CC(n3nc(C)cc3C)C2)c2cnn(C)c2n1
    / | -6.1 | 8.1
CC(C)c1c(C(=O)O)cnn1-c1cccc(Cl)c1
    -7.6&1.6 | -10.4&0.5 | 16.6&-9.9
CCOc1cnn(-c2cccc(Cl)c2)c(=O)c1Nc1ccc(C(=O)NCC(C)C)cc1
    -5.5 | -5.4 | 11.4
Cc1ccc(-c2nc3ccccc3o2)cc1NC(=O)c1cc([N+](=O)[O-])ccc1Cl
    -2.5 | -3.9 | -0.5
CCOC(=O)c1c(N)sc(C(=O)N2CCCCCC2)c1C
    -5.4 | -3.3 | 3.8
CC(=O)Nc1ccc(Cl)c(C(=O)N2CCCC2c2nc(C(C)C)no2)c1 (stereo unspecified)
    / | -4.5 | 9.1
COCc1[nH]n(-c2ccc(Cl)c(Cl)c2)c(=O)c1C1=C(N2CCOCC2)C(=O)N(Cc2ccccc2)C1=O
    -6.9 | -6.4 | 25.1
O=c1oc2ccccc2c(O)c1Cc1cc(Cl)c2cccnc2c1O
    2.5 | 0.1 | -0.3

Every second line gives: mcGAS lum | hcGAS lum | NPYLR7 ag
Cc1cc(=O)n2[nH]c(C)c(-c3ccc(F)cc3)c2n1
    / | -1.3 | -0.2
CC(Cl)C(=O)N1CCN(c2nc3nccc(-c4ccc(C(C)(C)C)cc4)n3n2)CC1 (stereo unspecified)
    -4.8 | -6.1 | /
CC(Sc1nncn1C)C(=O)Nc1sccc1C#N (stereo unspecified)
    / | -4.5 | 10.6
CN(C)c1ccc(NC(=O)C2CC2)cc1CN(CC1CCCO1)C(=O)c1cccs1 (stereo unspecified)
    -3.9 | -4.0 | -1.7
CCOC(=O)CCC(=O)Nc1ccc(C2SCC(=O)N2c2ccccc2OCC)cc1 (stereo unspecified)
    -4.9 | -7.1 | 19.0
CC(=O)N[C@H]1C[C@@H](c2c(C)nc3sccn23)O[C@@H](C2CCCCC2)C1
    -13.8 | -8.0 | 19.4
COc1cccc(CCC2CCCN(C(=O)c3n[nH]c4c3CCC4)C2)c1 (stereo unspecified)
    / | -8.7 | 5.3
O=C(C1CC2(CCNCC2)CN1)N1CCC(n2c(=O)[nH]c3ccccc32)CC1 (stereo unspecified)
    / | -5.6 | 19.2
COc1ccc(CN(CC(C)C)C(=O)c2ccc(C(F)(F)F)cc2)cc1OS(C)(=O)=O
    -5.3 | -9.5 | -3.4
C/C(=N\Nc1nc(-c2ccccc2)c2cc(Br)ccc2n1)C(C)(C)C
    -2.6 | -0.1 | 2.9
Cc1cc(C)nc(SCc2cc(=O)c(OC(=O)c3ccc(Br)o3)co2)n1
    -6.2 | -0.4 | -17.2
Cc1ccc(NC(=O)N(C)Cc2cccc(F)c2)c(Cl)c1
    / | -16.8 | 7.2
CCCN1CC(NC(=O)CSc2nnc(C)s2)CC1=O (stereo unspecified)
    / | 2.3 | 5.1
CCOC(=O)C1(Cc2cccc(F)c2)CCN(Cc2cnc(C)s2)CC1
    -2.2 | -8.1&-1.1 | 13.9&-1.0
Cc1ccc(CNC(=O)C2CCN(S(=O)(=O)c3cccs3)CC2)cc1F
    / | -10.4 | 4.4

Copied from the list.
`Cc1cc(C)nc(SCc2cc(=O)c(OC(=O)c3ccc(Br)o3)co2)n1` | NPYLR7 ag: -17.2
`COc1ccc(CN(CC(C)C)C(=O)c2ccc(C(F)(F)F)cc2)cc1OS(C)(=O)=O` | mcGAS lum: -5.3

Later entries
Every second line gives: mcGAS lum | hcGAS lum | NPYLR7 ag
CC1CCCC(C)N1C(=O)CSCc1cc2ccccc2[nH]c1=O (stereo unspecified)
    -10.7 | -6.8&-10.6 | -22.2&3.0
O=C(CCl)Nc1ccc(Cc2ccc(NC(=O)CCl)cc2)cc1
    / | -7.2 | 0.5
CCc1cccc2c(C(CC(=O)N3CCN(c4cccc(C(F)(F)F)c4)CC3)c3ccccc3C(F)(F)F)c[nH]c12 (stereo unspecified)
    -3.6 | -5.4 | /
CS(=O)(=O)NCCC(=O)NCc1cccnc1Oc1ccccc1
    / | -7.7 | -0.8
CC(C)OCc1ccccc1CNS(=O)(=O)c1ccc(F)c(F)c1
    / | -10.5 | 6.1
Cc1ccc(Nc2nc(NCc3ccc4c(c3)OCO4)nc3[nH]ncc23)cc1C
    / | -9.8 | 2.6
C=CCn1c(SCC(=O)N2CC3(C)CC2CC(C)(C)C3)nnc1C1CCCCC1 (stereo unspecified)
    -5.1 | -4.1 | 1.3
O=C(COc1ccccc1)NCCCn1nc(-c2ccco2)ccc1=O
    / | 0.6 | -2.0
CCc1ccccc1C(=O)N1C[C@@H](C(=O)O)C[C@@H](C(=O)NCc2ccccn2)C1
    / | -2.2 | 5.1
CC1(C)CC2CC(C)(CN2CC(=O)N2CCNC(=O)C2)C1 (stereo unspecified)
    -2.3 | 5.6 | -0.4
CN(Cc1cccs1)c1nn2cc(C(C)(C)C)nc2s1
    -0.3 | 1.8 | -0.1

As a working copy, three of the compounds above:
Every second line gives: mcGAS lum | hcGAS lum | NPYLR7 ag
CC(C)C[C@H](NC(=O)c1cccc(C#N)c1)C(=O)N1CCC2(CC1)Nc1ccccc1S(=O)(=O)N2
    / | 8.8 | 3.5
O=C(NCC1CCCN(C(=O)NCc2ccccc2)C1)c1cccc(C(F)(F)F)c1 (stereo unspecified)
    -11.1 | -10.0 | 13.9
Nc1nnc(C2CCCCC2)s1
    / | -2.8 | 7.2
